Screening data (PubChem)
ER stress rescue: rescue of cells from ER stress-induced death, primary screen, 384-well, CSM14.1, thapsigargin, ATP luminescence (AID 1222); CSM14.1 thapsigargin-induced death rescue, ATP luminescence; higher % means a stronger effect; cellular ATP content (survival), % at 20 µM, or EC50 in µM where a hit was titrated; 190,000 tested, under 10 active;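 active = EC50 below 50 µM in the dose-response confirmation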;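 also: death triggered by thapsigargin at about 15 µM added after 2 h compound pretreatment; cell ATP read after overnight thapsigargin exposure of roughly 18 to 22 hours; normalized against plate controls of thapsigargin alone and 5% DMSO vehicle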
KOR beta-arrestin-1: KOR agonists, beta-arrestin recruitment, primary screen, cell-based, luminescence, uHTS (AID 1777). 280,000 tested, 0.02% active. KOR beta-arrestin recruitment, luminescence; higher % means a stronger effect. Kappa-type opioid receptor (Homo sapiens). activation, % at 10 µM, or EC50 in µM where a hit was titrated; in the data active = activation above about 50%, passing the limit was not always enough; also: a part of the inactive calls stands beside numbers as strong as those of hits
NOD1 inhibition: NOD1 signaling inhibitors, primary screen, cell-based, luminescence, uHTS (AID 1578); NOD1-driven NF-kB luciferase reporter cells, luminescence; higher % means a stronger effect; one-dose inhibition, % at 4 µM; EC50 in µM for titrated hits; 290,000 tested, 1% active; in the data active = inhibition mostly above about 36%, no sharp cut-off; inactive = mostly below about 34%;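 also: HEK-293T reporter cells stimulated with the NOD1 agonist gamma-tri-DAP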
NTR1 agonist: agonists of NTR1, primary screen, imaging, U2OS cells, beta-arrestin-GFP, high content (AID 493036). Neurotensin receptor type 1 (Homo sapiens), P30989. NTR1-U2OS beta-arrestin-GFP spot imaging, agonist mode. activation, % at 20 µM. 330,000 tested, 0.17% active;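 active = activation at or above 40% of the spot to cytoplasm intensity ratio, with at least 20 cells analyzed; inconclusive = wells under 20 cells, flagged as cytotoxic or low count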;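 also: 0% = DMSO without peptide and 100% = 100 nM NTR1 peptide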
Target sequence (P30989 whole entry, looked up): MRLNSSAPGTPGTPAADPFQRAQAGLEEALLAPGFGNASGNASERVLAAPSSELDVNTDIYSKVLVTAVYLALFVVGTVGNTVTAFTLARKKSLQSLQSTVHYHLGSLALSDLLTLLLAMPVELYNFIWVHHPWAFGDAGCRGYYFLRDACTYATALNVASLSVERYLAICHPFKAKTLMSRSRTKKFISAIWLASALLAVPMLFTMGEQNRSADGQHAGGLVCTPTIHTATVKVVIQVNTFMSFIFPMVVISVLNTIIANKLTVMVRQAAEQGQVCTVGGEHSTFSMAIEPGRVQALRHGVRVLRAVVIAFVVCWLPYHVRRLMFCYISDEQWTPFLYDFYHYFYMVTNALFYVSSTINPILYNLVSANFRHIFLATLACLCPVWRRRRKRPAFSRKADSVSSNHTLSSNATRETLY
TNAP activation fold: human TNAP enzyme activators, primary screen, biochemical, luminescent, no phosphate acceptor, uHTS (AID 1001). one-dose activation fold at 20 µM; EC50 in µM for titrated hits. purified TNAP, luminescent activation assay, no phosphate acceptor; higher activation fold means a stronger effect. 200,000 tested, 0.03% active; in the data active = activation fold from about 3, or a potency from the dose series; inactive = the rest, 99 in 100 with activation fold below about 1.6; also: many of its hits are not listed in these tables
Yfh1-off respiration: enhancers of respiration in Yfh1-depleted yeast, dose response, Friedreich's ataxia, plus single-dose screen (AID 1465). S. cerevisiae Yfh1-off respiration, WST-1 reduction, 72 h; higher fold induction means a stronger effect. one-dose fold induction at 50 µM; EC50 in µM for titrated hits. 220,000 tested, 0.074% active;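 active = fold induction of absorbance versus untreated yeast above a set limit, then at least 30% activation at any dose in follow-up; inconclusive = repeats straddling the limit, or above it without dose testing; inactive = fold induction below the set limit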;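 also: activators that raise dye reduction in frataxin-depleted yeast; strong numbers were not always called active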
KOR beta-arrestin-2: KOR antagonists, beta-arrestin recruitment, cell-based, luminescence, uHTS (AID 1778); Kappa-type opioid receptor (Homo sapiens); KOR beta-arrestin recruitment, luminescence, antagonist mode; higher % means a stronger effect; inhibition, % at 10 µM, or IC50 in µM where a hit was titrated; 290,000 tested, 0.091% active; also: strong numbers were not always called active
HEK293 NOD2/NF-kB: NOD2 signaling inhibitors, cell-based, luminescence, uHTS, HEK293 (AID 1566); HEK293 NOD2/NF-kB luciferase reporter, luminescence; higher % means a stronger effect; 290,000 tested, 0.63% active; one-dose inhibition, % at 4 µM; EC50 in µM for titrated hits; also: many of its hits are not listed in these tables
GPR55 beta-arrestin: GPR55 agonists via beta-arrestin recruitment, primary screen, imaging, U2OS cells, beta-arrestin-GFP redistribution (AID 1961); 290,000 tested, 0.048% active; activation, % at 10 µM, or EC50 in µM where a hit was titrated; G-protein coupled receptor 55 (Homo sapiens); U2OS GPR55 beta-arrestin-GFP redistribution imaging; higher % means a stronger effect;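 active = activation above 40% with more than 50 cells counted in the well; inconclusive = wells holding fewer than 50 cells, flagged as toxic or sparse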;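 also: U2OS osteosarcoma cells stably expressing GPR55 and beta-arrestin-GFP; plate controls were DMSO negative control for no effect and LPI positive control for full effect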
NTR1 agonist cell count 20 µM: further read-out of NTR1 agonist, marked with its call; cell count; measured here: cell count, cytotoxicity flag
* = called active by the depositor; i = inactive; ? = inconclusive; nt = no result given; [ ] = dose if it differs, or a comment. Rule as the data show it, unless noted: active = inhibition above about 50%; inactive = the rest. This is a subset; count on the stated rates, not on these rows.

SMILES	ER stress rescue	KOR beta-arrestin-1	NOD1 inhibition	NTR1 agonist	NTR1 agonist cell count 20 µM	TNAP activation fold	Yfh1-off respiration	KOR beta-arrestin-2	HEK293 NOD2/NF-kB	GPR55 beta-arrestin
Cc1cc(C)cc(N(CC(=O)Nc2cccc(C)n2)S(=O)(=O)c2c(C)noc2C)c1	-0.9%	7.8%	-9%	-0.6	46	1.1	i	43%	14%	-0.1%
NC(=O)c1ccc(/C=N/O)nc1	-1.0%	0.0%	-47%	0.5	34	1.1	i	-16%	-3%	0.2%
Brc1ccc(-c2csc(N3CCCCCC3)n2)cc1	nt	0.2%	20%	3.2	65	nt	nt	-14%	0%	-0.2%
Cc1nn(C)c(C)c1S(=O)(=O)N1CCC(CO)(Cc2ccc(Cl)cc2)CC1	1.2%	1.3%	-36%	2.9	39	1	i	0%	0%	0.1%
COc1ccc(C2NC(=O)NC(C)=C2C(=O)OCc2ccccc2)cc1 (configuration not stated)	nt	4.6%	4%	0.0	63	nt	nt	-19%	17%	-0.1%
CCC(=O)NC(=S)Nc1ccc(S(=O)(=O)NC(C)C)cc1	-1.5%	0.0%	-45%	-0.2	61	1.1	i	0%	-11%	-0.1%
CCN(CC)CCNC(=O)CSc1c2c(nc3cc(Cl)ccc13)CCCC2	1.3%	-2.0%	-5%	3.2	81	1.1	i	18%	-4%	6.1%
Clc1ccc(OCCCn2ccnc2)c(Br)c1	1.8%	7.9%	-24%	-0.3	46	1.1	i	nt	9%	-0.4%
CC(=O)c1cccc(NC(=O)Nc2csc3c2CCCC3)c1	1.2%	-7.3%	-12%	2.1	57	1.1	i	-15%	9%	-0.6%
COc1cc(O)c(C(CC(=O)N2CCCC2)c2ccc(N(C)C)cc2)c(OC)c1 (configuration not stated)	nt	-3.7%	0%	-4.4	104	nt	i	16%	21%	0.0%
Cc1ccc(Oc2cnn(-c3ccccc3)c(=O)c2Br)cc1	-0.1%	1.7%	-1%	-1.0	53	1.1	i	-30%[20 µM]	35%	0.2%
CCOC(=O)c1nc2ccccc2s1	-0.7%	1.4%	-9%	0.1	42	1.1	i	26%	-23%	-0.2%
O=C(Cn1cnc2c(cnn2-c2ccc(F)cc2)c1=O)NCc1ccco1	1.4%	3.0%	10%	-0.8	46	1.1	i	-5%	-32%	-0.1%
CC1CN(S(=O)(=O)c2ccc(C(=O)Nc3nnc(-c4ccccn4)o3)cc2)CC(C)O1 (configuration not stated)	-1.4%	14%	1%	-0.9	79	0.9	i	-31%	3%	-0.3%
CC(C)(C)c1ccc(C(=O)NC2CCS(=O)(=O)C2)cc1 (configuration not stated)	nt	-2.1%	-24%	-1.5	44	nt	nt	-29%	-9%	nt
O=C(CNC(c1ccccc1)c1ccccc1)NCc1ccccc1Cl	nt	-5.9%	-10%	5.5	102	nt	nt	13%	15%	0.6%
O=C(Nc1ccc(O)c2c(=O)cc(-c3ccccc3Cl)oc12)c1ccccc1Cl	4.6%	-1.7%	-1%	1.5	88	1	i	-12%	-12%	-0.3%
CC(OC(=O)C1CCC(=O)N1)C(=O)Nc1cc(Cl)cc(Cl)c1 (configuration not stated)	-3.3%	-1.9%	-7%	-0.7	44	1	i	-47%	6%	-0.2%
Cc1ccc(/C=C/C(=O)Nc2cccc3ncccc23)o1	-2.3%	1.4%	-21%	0.6	51	1	i	-18%	5%	-0.2%
CC(NS(=O)(=O)c1ccccc1)C(=O)Nc1ccc2c(c1)OCCO2 (configuration not stated)	nt	-7.6%	-12%	-0.5	63	nt	nt	28%	-2%	0.3%

3 entries already listed, ordered by SMILES length, largest number first.
SMILES	ER stress rescue	KOR beta-arrestin-1	NOD1 inhibition	NTR1 agonist	NTR1 agonist cell count 20 µM	TNAP activation fold	Yfh1-off respiration	KOR beta-arrestin-2	HEK293 NOD2/NF-kB	GPR55 beta-arrestin
CC(NS(=O)(=O)c1ccccc1)C(=O)Nc1ccc2c(c1)OCCO2 (configuration not stated)	nt	-7.6%	-12%	-0.5	63	nt	nt	28%	-2%	0.3%
CCN(CC)CCNC(=O)CSc1c2c(nc3cc(Cl)ccc13)CCCC2	1.3%	-2.0%	-5%	3.2	81	1.1	i	18%	-4%	6.1%
CCOC(=O)c1nc2ccccc2s1	-0.7%	1.4%	-9%	0.1	42	1.1	i	26%	-23%	-0.2%

More structures follow:
SMILES	ER stress rescue	KOR beta-arrestin-1	NOD1 inhibition	NTR1 agonist	NTR1 agonist cell count 20 µM	TNAP activation fold	Yfh1-off respiration	KOR beta-arrestin-2	HEK293 NOD2/NF-kB	GPR55 beta-arrestin
COc1cccc(NC(=O)c2sc(Cl)nc2C)c1	nt	4.0%	-20%	1.5	55	nt	nt	-28%[20 µM]	-4%	0.5%
CCC(C)(C)n1nnnc1C(c1ccc2ncccc2c1)N1CCCCCC1 (configuration not stated)	0.2%	7.1%	-20%	4.2	56	1	i	-25%	-33%	-0.4%
CC1CCc2c(sc3nc(CSc4ncn[nH]4)[nH]c(=O)c23)C1 (configuration not stated)	-1.7%	-1.7%	38%	2.7	57	2.1	i	-2%	30%	0.6%
O=[N+]([O-])c1cccc(-c2ccc(/C=N/NC(=S)Nc3ccccc3)o2)c1	3.0%	0.8%	32%	6.2	54	1	?	18%	-18%	-0.1%
CCCSc1nc(N)cc(=O)[nH]1	-3.5%	-2.2%	2%	2.4	58	1	i	-40%	17%	-0.2%
CCNC(=O)NS(=O)(=O)c1cnccc1Nc1cccc(Cl)c1	-1.9%	0.8%	-13%	4.5	70	1.1	i	14%	-14%	1.2%
Cc1ccc(CN(CC(=O)NC2CCCCC2)C(=O)c2csnn2)cc1	nt	9.0%	-8%	0.2	35	nt	nt	-47%	12%	0.3%
Cc1cc(NC(=O)CCC(=O)N(Cc2ccccc2)C(C(=O)NC2CCCC2)c2ccco2)no1 (configuration not stated)	nt	0.2%	-28%	0.7	51	nt	nt	-17%	-12%	0.0%
CCC(NC(=O)Nc1nccs1)(C(F)(F)F)C(F)(F)F	-2.7%	2.4%	-12%	1.3	39	1.1	i	-16%	-30%	-0.2%
CN(/N=C/c1cc(Cl)ccc1O)C1=NS(=O)(=O)c2ccccc21	nt	9.6%	31%*	37	85	nt	nt	-29%	-5%	0.0%
CCOc1ccc(NC(=O)CCCCCN2C(=O)[C@@H]3Cc4ccccc4CN3C2=O)cc1	nt	4.1%	-13%	-0.3	71	nt	nt	-3%	12%	-0.1%
Cc1cccc(N2CCN(c3nnnn3-c3ccccc3)CC2C)c1 (configuration not stated)	-0.2%	-5.4%	1%	1.0	51	1.3	i	20%	17%	0.2%
O=[N+]([O-])c1cccc(-c2ccc(CN3CCN(c4ccccc4)CC3)o2)c1	nt	-4.2%	-26%	0.7	72	nt	nt	-5%[20 µM]	13%	0.3%
CCOC(=O)N1CCN(Cc2cn[nH]c2-c2ccc(-c3ccccc3)cc2)CC1	13%	-1.9%	-29%	0.9	85	1.1	i	-24%	-7%	-0.2%
O=C(Nc1cccc(S(=O)(=O)c2cccc(NC(=O)c3ccco3)c2)c1)c1ccco1	nt	-0.7%	23%	1.1	52	nt	i	23%	43%	-1.9%
C=CCn1c(SCC(N)=O)nnc1-c1cnccn1	nt	3.0%	-13%	0.2	51	nt	i	9%	8%	-0.1%
CN(C)S(=O)(=O)c1cccc(NC(=O)c2ccc(Sc3nncn3C)c([N+](=O)[O-])c2)c1	-0.6%	-3.7%	31%	0.5	57	1	i	1%	12%	-0.3%
COc1ccc(CCN(C)C2CC(=O)N(c3ccccc3)C2=O)cc1OC (configuration not stated)	nt	2.4%	4%	1.0	50	nt	i	9%	-15%	-0.1%
COc1cccc(-n2c(C)nnc2SCC#N)c1	-1.1%	-7.7%	7%	-0.7	56	1.1	i	6%	12%	-0.1%
COCCn1c(Cc2cccn2C)nnc1SCC(=O)Nc1nccs1	-12%	7.0%	-10%	-1.2	84	0.9	i	-11%	12%	0.0%
COC(=O)c1c(-c2ccc(OC)cc2)oc2ccc(-c3ccc(OC)nc3)cc12	nt	-3.4%	23%	9.5	87	nt	nt	6%[20 µM]	28%	-0.3%
Cc1nn(-c2ccc(F)cc2)c(Cl)c1/C=C/C(=O)OCC(=O)Nc1c(F)c(F)c(F)c(F)c1F	-2.5%	2.5%	-6%	3.0	90	1.1	i	26%	12%	0.2%
N#Cc1ccc(-c2nc3ccccc3nc2-c2ccccc2)cc1C#N	0.3%	4.7%	1%	3.8	85	1.2	i	-11%	-6%	-0.3%
CCOC(=O)c1ccc(NC(=O)C(C)NS(=O)(=O)c2ccc(OC)cc2)cc1 (configuration not stated)	-1.0%	-1.8%	-3%	0.5	74	1.1	i	-25%	2%	0.0%
O=C(Nc1ccc(-c2nnn(CC(=O)N3CCN(C(=O)c4ccco4)CC3)n2)cc1)c1ccc(F)cc1	-1.1%	-2.6%	-4%	0.0	63	1.1	i	10%	-8%	-0.1%
O=C(N/N=C/C=C/c1ccc(Br)cc1)C(O)c1ccccc1 (configuration not stated)	0.5%	-0.1%	-4%	-0.2	79	1.1	i	-3%	11%	-0.3%
O=C(c1cc2nc(-c3ccc(F)cc3)cc(C(F)(F)F)n2n1)N1CCCC1	3.6%	0.7%	-18%	nt	nt	1.1	i	22%	12%	0.3%
COC(=O)c1cc2sccc2n1CC(=O)Nc1ccc(OC)c(OC)c1OC	nt	-2.4%	-27%	1.7	44	1	i	20%	10%	-0.1%
Cc1cccc(OCCCC(=O)NCC(=O)Nc2cccc(C)c2C)c1	-12%	-4.6%	-23%	0.3	65	1	i	2%	10%	-0.5%
N#CCn1nnc(-c2ccc3c(c2)OCO3)n1	-4.9%	-0.9%	-16%	0.4	95	1.1	i	-5%	-5%	-0.2%
CCOc1ccccc1NC(=O)C(CC(C)C)NC(=O)C1CCCCC1 (configuration not stated)	-1.2%	-2.2%	4%	-0.7	69	1.2	i	-10%	3%	0.5%
CCN(CC)S(=O)(=O)c1ccc2c(c1)nc(CCC(=O)OCC(=O)Nc1cc(Cl)cc(Cl)c1)n2C	-1.8%	3.7%	-32%	5.1	77	1.1	i	-27%	-24%	-0.2%
C=CCc1cc(OC)ccc1OCCOCCN1CCc2ccccc2C1	-0.5%	3.4%	-19%	1.3	58	1.1	i	5%	-5%	-0.2%
CC(=O)c1c(-c2ccccc2)c2cc(Cl)ccc2n(C)c1=O	nt	-2.5%	-38%	2.4	70	nt	nt	18%	20%	-0.1%
CC1CN(CC(O)COc2ccc(C(C)C)cc2)CC(C)O1 (configuration not stated)	nt	3.3%	-38%	1.4	49	1	i	-14%	3%	-0.1%
CC(C)NC(=O)c1ccc(N2CCOCC2)nc1	-2.0%	-4.6%	-1%	-4.5	101	1.1	i	2%	9%	-0.1%
